# MCF10A rereplic: A quantitative high throughput screen for small molecules that induce DNA re-replication in MCF 10a normal breast cells | MCF 10A DNA re-replication, Hoechst nuclear intensity, 48 h | Potency, µM (top dose mostly 46.1 µM), for the others: top-dose activity, positive = re-replication, most hits filed as activators | hit rate 2.9% among 350,000 | AID 624296, 2012; further: potency means the concentration at half of the fitted maximal effect; % of control where 0% means no effect; nearly all actives have a fitted effect of over 50% in size
# HT1080-NT tox: qHTS for induction of synthetic lethality in tumor cells producing 2HG: qHTS for the HT-1080-NT fibrosarcoma cell line | HT-1080-NT fibrosarcoma viability, CellTiter-Glo ATP luminescence, 48 h | Potency, µM (highest dose often 46.1 µM), for inactives: at the top dose activity, negative = less viability, hits mostly cytotoxic | hit rate 1.6% among 360,000 | AID 686970, 2013;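 further: NT is the 2HG producing partner of a matched IDH1 knockdown line; potency means the concentration at half of the fitted maximal effect; 0% = DMSO-treated cells and -100% = media-only wells without cells; nearly all actives have a fitted effect of over 55% in size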
#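 Viability of the 2HG-overproducing fibrosarcoma line after 48 hours of compound exposure at 37 degrees C was determined by luminescence with CellTiter-Glo, and concentration-effect curves were then fitted and categorized.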
# KB-3-1 cytotox: qHTS assay for MDR1-selective chemotherapeutics: Primary screen using the parental adenocarcinoma cell KB-3-1 | KB-3-1 viability, CellTiter-Glo ATP luminescence, 72 h | Potency, µM (highest dose often 46.1 µM), without a hit: top-dose activity change, negative = cytotoxic, actives largely listed as cytotoxic | hit rate 1.4% among 400,000 | AID 1347075, 2019; further: potency means the concentration at half of the fitted maximal effect; on the % scale 0 is the no-effect control and ±100 the full control effect; nearly all actives have a fitted effect of over 60% in size
#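 Here the drug-naive KB-3-1 line serves as comparator for MDR sub-line selectivity; cells received compound titrations, 72 h at 37 °C, then CellTiter-Glo readout.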
# SW480 rerep: A quantitative high throughput screen for small molecules that induce DNA re-replication in SW480 colon adenocarcinoma cells. Potency, µM (top dose mostly 46.1 µM), without a hit: at the top dose re-replication activation, actives largely listed as activators. SW480 DNA re-replication, Hoechst DNA content imaging, 48 h. hit rate 1.8% among 340,000; further: potency means the concentration at half of the fitted maximal effect; % of control where 0% means no effect; nearly all actives have a fitted effect of over 55% in size
#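 Per well, 250 cells were exposed to pinned compound for 48 hr. Nuclear DNA was visualised with Hoechst (40 min, 37 C) and total object intensity recorded by fluorescence scanning.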
# ATXN viability: Viability Counterscreen for Primary qHTS for Inhibitors of ATXN expression | S2 cells (HEK-293 line with an ATXN2-luciferase reporter) viability, CellTiter-Fluor protease fluorescence, 24 h | Potency, µM (doses to about 56.7 µM), hits mostly cytotoxic | hit rate 0.49% among 400,000 | AID 651635, 2014; further: potency means the concentration at half of the fitted maximal effect; nearly all actives have a fitted effect of over 40% in size
# KB-V1 MDR tox: qHTS assay for MDR1-selective chemotherapeutics: Primary screen using the drug-selected MDR subline cells KB-V1 | hit rate 3.4% among 400,000 | AID 1347076, 2019 | KB-V1 MDR cells viability, CellTiter-Glo, 72 h | Potency, µM (doses to about 46.1 µM), without a hit: at the top dose activity change, negative = cytotoxicity, hits mostly cytotoxic; further: potency means the concentration at half of the fitted maximal effect; on the % scale 0 is the no-effect control and ±100 the full control effect; nearly all actives have a fitted effect of over 60% in size
#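 KB-V1 cells (P-gp-expressing MDR subline of KB-3-1) in phenol-red-free DMEM with 10% FBS were exposed to library compounds over a concentration series for 72 h at 37 degrees C. Viability read by CellTiter-Glo luminescence; concentration-effect curves fitted after normalization.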
# IL-1B inflam inh: qHTS for Inhibitors of Inflammasome Signaling: IL-1-beta AlphaLISA Primary Screen; hit rate 4.7% among 360,000; THP-1 LPS/ATP IL-1B secretion, AlphaLISA, 16 h; active compounds read low; activity change, % at 57.5 µM; AID 743279, 2014; in the data active means activity change below about -50%; inconclusive means mostly about -30% to -49%; further: on the % scale 0 is the no-effect control and ±100 the full control effect
#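 THP-1 cells pretreated 1 hr with compounds (up to 57.5 uM final), then stimulated with LPS (250 ng/mL final) plus ATP (1.25 mM final); secreted IL-1B measured by AlphaLISA after 16 hr, decreased signal indicating inhibition.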
# HT1080 IDH1KD tx: qHTS for induction of synthetic lethality in tumor cells producing 2HG: qHTS for the HT-1080-IDH1KD cell line; AID 686971, 2013; Potency, µM (titrated, usually from 46.1 µM), for the others: top-dose activity, negative = toxicity, hits mostly cytotoxic; hit rate 2% among 360,000; HT-1080 IDH1 knockdown viability, ATP luminescence, 48 h;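 further: potency means the concentration at half of the fitted maximal effect; 0% = DMSO wells and -100% = cell-free medium wells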
#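 In this qHTS, HT-1080 cells depleted of IDH1 are exposed for 48 h at 37 °C to compound titrations. Toxicity is scored from CellTiter-Glo luminescence, with DMSO as full viability and medium alone as none.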
# ATXN2 expr inh: Primary qHTS for Inhibitors of ATXN expression. HEK-293 ATXN2-luciferase reporter, luminescence, 24 h. Potency, µM (doses to about 57 µM), for inactives: at the highest dose activity change, negative = inhibition, actives largely listed as inhibitors. hit rate 0.72% among 360,000. AID 1745845, 2022; further: potency means the concentration at half of the fitted maximal effect; on the % scale 0 is the no-effect control and ±100 the full control effect; nearly all actives have a fitted effect of over 55% in size
#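 qHTS (up to 57 uM final) was run with 24 h compound exposure of reporter cells at 37 °C. Each well was multiplexed: SteadyGlo luminescence measured ATXN2-luciferase expression after a fluorogenic Gly-Phe-AFC viability readout (25 uM final).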
# * marks the source's active call; other numbers are inactive results; i = inactive; ? = inconclusive; · = no result given; & = joins results of further samples; ! = not confirmed by another sample; [ ] = another dose, or the depositor's remark. Unless noted, the call rests on the fitted dose curve; in most records, active means well fitted curve in the direction sought with a large enough effect; inconclusive means small, poorly fitted or top-dose-only effect, or another doubt; inactive means no such curve, though single readings can be large; an effect the other way counts as inactive or inconclusive.
SMILES,MCF10A rereplic,HT1080-NT tox,KB-3-1 cytotox,SW480 rerep,ATXN viability,KB-V1 MDR tox,IL-1B inflam inh,HT1080 IDH1KD tx,ATXN2 expr inh
CCOC(=O)C1=NN(C(=O)c2ccccc2)C(O)(c2ccc(C)cc2)C1 (stereo not drawn),7%,-4%,-5%,-2%,·,-2%,18,12%,·
O=C(NCC1CCCO1)C(c1ccncc1)N(Cc1cccs1)C(=O)CN1C(=O)c2ccccc2S1(=O)=O (stereo not drawn),19%,2%,-4%,-3%,i,9%,20,3%,-17%
CCCCNC(=O)c1nc(C2CCN(S(=O)(=O)c3ccccc3)CC2)oc1-c1cccc(C(F)(F)F)c1,·,?,0%,·,i,-4%,-24,23%,13%
O=C1N2CCSC2=NC1(NS(=O)(=O)c1ccccc1)C(F)(F)F (stereo not drawn),-4%,11%,-2%,-3%,?,16%,13,13%,-4%
Clc1ncc(CN2CCN(c3ccccc3)CC2)s1,-2%,-17%,-13%,-5%,i,-1%,5,0%,-16%[11.3 µM]
Cc1cc(C(=O)N2CCC(Cc3ccccc3)CC2)c(C)o1,7%,-1%,-1%,3%,i,0%,-87*,0%,?
O=C(O)CCNS(=O)(=O)c1ccc(Oc2ccccc2)cc1,-3%,-6%,-1%,1%,i,-16%,35,13%,4%
Cc1onc(-c2ccccc2Cl)c1C(=O)N(Cc1ccccc1)C(C)C,10%,-19%,-2%,-8%,i,-7%,24,-19%,-24%
O=C(NCc1ccncc1)Nc1cc(Cl)ccc1Cl,21%,5%,0%,20%,i,7%,-25,4%,-14%
Cc1ccc(NC(=O)N(Cc2cc3cc(C)cc(C)c3[nH]c2=O)CC2COCCO2)cc1 (stereo not drawn),-2%,2%,1%,6%,i,?,?,7%,-5%
Cc1cc(C)n(CCOC(=O)c2sc3ccccc3c2Cl)n1,0%,20%,5%,-1%,i,16%,18,9%,4%
Cn1nnc2cc(C(=O)NC3CC3)ccc21,-4%,13%,-6%,4%,i,9%,5,12%,-2%
Cn1c(C(=O)NCCCN2CCCCCC2)cc2c(=O)n(C)c3ccccc3c21,-1%,5%,-22%,-3%,?,8%,-29,3%,1%
CCN1C(=NCCOC)N[C@@H](c2ccccc2)[C@H](C(=O)OC)[C@H]1C,7%,21%,-1%,1%,i,?,5,-3%,-3%
O=C(c1cccnc1Cl)N1CCOCC1,-8%,18%,-3%,?,?,12%,15,19%,-33%
CCn1c(=O)c2ccccc2n2c(SCC(=O)N3CCc4ccccc4C3)nnc12,-5%,2%,15%,4%,i,-6%,-15,11%,19%
Cc1c(C(=O)Nc2ccc3c(c2)OCCO3)cnn1C,0%,27%,17%,-5%,i,-7%,-9,23%,-9%
Cc1nn(-c2ccccc2)c(C)c1/C=C/C(=O)OCC(=O)Nc1ncc(Cl)cc1Cl,14%,3%,-1%,-2%,i,0%,12,14%,2%
CN(C(=O)COC(=O)c1ccc2c(c1)OCO2)C1CCCCC1,3%,-5%,-2%,8%,i,-7%,-1,-9%,34%
C=CCNc1nc(C(=O)OCC(=O)c2cccc(Br)c2)cs1,-7%,0%,2%,-12%,i,-5%,0,3%,-6%
Cc1ccc([C@H]2C[C@@H](O)[C@H](n3cc(COC(=O)c4ccccc4)nn3)CN2Cc2cccs2)cc1,·,-4%,2%,·,i,?,21,-3%,-14%
NC(=O)c1ccsc1NC(=O)COC(=O)CSc1ccc(Cl)cc1,-31%[inhibitor],5%,-1%,-4%,i,3%,53,-1%,-11%
CC(C)(C)NC(=O)CSc1nc2scc(-c3ccccc3)c2c(=O)[nH]1,?,11%,-1%,0%,?,-3%,18,16%,-29%
C=C1C2(C(=O)Nc3ccc(SC(F)F)cc3)CCC(C2)C1(C)C (stereo not drawn),?,12%,-12%,-2%,i,-26%,2,7%,-6%
COc1ccc(C2SCC(C(=O)O)N2C(C)=O)cc1 (stereo not drawn),1%,24%,3%,-19%,i,-6%,1,-3%,3%

# Remaining list, next part:
SMILES,MCF10A rereplic,HT1080-NT tox,KB-3-1 cytotox,SW480 rerep,ATXN viability,KB-V1 MDR tox,IL-1B inflam inh,HT1080 IDH1KD tx,ATXN2 expr inh
CN(C(=O)Nc1ccc(Cl)cc1)c1c2c(nn1C)CCCC2,5%,4%,-6%,-2%,i,8%,17,1%,10%
O=C(CCC(=O)N(CC(=O)NC1CCCCC1)c1ccccc1F)Nc1nccs1,7%,30%,0%,4%,i,-18%,-23,17%,-18%
O=C(Cn1nc(C(F)(F)F)c2c1CCC2)NCc1ccc(F)cc1,3%,-2%,-2%,-11%,i,12µM*,-1,-1%,-3%
O=C(Cc1ccc(Br)cc1)N1CCOCC1,?,12%,?,6%,?,?,4,23%,14%
COc1cc(C(=O)NCC(=O)N/N=C/c2ccc(OC(=O)c3ccco3)cc2)cc(OC)c1OC,-47%[inhibitor],0%,10%,-43%[inhibitor],?,-3%,21,0%,-14%
Cc1cc([N+](=O)[O-])nn1CCCC(=O)Nc1ccc2c(c1)OCO2,17%,-4%,·,11%,i,·,-16,-10%,3%
O=C(Cn1c(=O)c2cccn2c2cccnc21)N1CCN(c2ccc(Cl)cc2)CC1,-2%,-9%,-17%,-3%,i,-18%,1,2%,·
Fc1ccc(Nc2ccnc(C(F)(F)F)c2)cc1,-24%,-2%,?,-6%,i,?,-4,0%,-13%
CC(C)(C)NC(=O)C(c1cccs1)N(Cc1cccs1)C(=O)c1csnn1 (stereo not drawn),-3%,2%,-5%,-1%,?,0%,0,2%,-24%
Cc1c(C(=O)N/N=C/c2cccnc2)sc(N)c1C#N,?,1%,-2%,?,i,29%,-63*,-6%,2%
COc1ccc(C(=O)N(C)Cc2ccccc2F)cc1S(=O)(=O)N1CCCC1,-5%,0%,8%,-6%,i,-17%,13,4%,-9%
COc1ccc(-n2c(=S)[nH]c3cc(C(=O)NCc4cccnc4)ccc3c2=O)c(OC)c1,4%,-9%,-24%,-10%,i,-22%,36,-9%,3%
CCSc1nc2c([nH]c3ccccc32)c(=O)n1C,-3%,13%,13%,3%,i,6%,41,23%,5%
CC1CCC2(CC1)NC(=O)N(CC(=O)NCCc1ccccc1)C2=O (stereo not drawn),6%,2%,-1%,0%,i,1%,15,-2%,1%
CCOC(=O)c1ccc(S(=O)(=O)NNC(=O)Cc2csc(C)n2)cc1,0%,14%,12%,?,i,?,-3,0%,5%
COc1ccccc1C=Cc1ccnc2ccccc12,?,1%,?,2%,?,?,-93*,0%,10%
O=C(Nc1cccc(Cl)c1)c1ccc(F)c(S(=O)(=O)N2CCN(c3ccccn3)CC2)c1,23µM*!,-19%,?,0%&7%,?,?,-4,?,-24%
Cc1ccc(/C=C/C(=O)Nc2ccc3nc(N4CCC(C)CC4)cc(C)c3c2)cc1,·,·,-10%,·,i,-7%,·,·,-8%
COc1ccc(C2C/C(=N\O)C(C)(C)O2)cc1 (stereo not drawn),-187%[0.0737 µM],0%,1%,?,i,-11%,2,-20%,0%
Cc1ccc(C(=O)NCC(c2ccco2)N2CCOCC2)cc1 (stereo not drawn),-1%,2%,1%,3%,i,-3%,12,3%,2%
CC(=O)N1CCC2(CC1)C(C#N)=C(N)OC1=C2C(=O)CC(C)(C)C1,0%,11%,8%,23%,i,18%,15,10%,1%
O=C(Nc1ccccc1)c1csc(-c2ccccc2)n1,5%,0%,0%,-117%[inhibitor],i,-20%,32,10%,38%[activator]
Cc1ccc(NC(=O)c2cc(S(=O)(=O)N3CCCC(C)C3)cn2C)c(Br)c1 (stereo not drawn),·,·,-4%,·,i,-28%,·,·,-14%
Cc1ccc(Oc2nc3ccccn3c(=O)c2/C=C(\C#N)C(=O)NC2CCS(=O)(=O)C2)c(C)c1 (stereo not drawn),1%,1%,-1%,0%,i,-3%,14,?,·
COc1ccc(OC)c(C(=O)CSc2nccc(-c3ccc(Br)cc3)n2)c1,-4%,?,2%,1%,i,?,-14,-27%,-25%

# (more compounds)
SMILES,MCF10A rereplic,HT1080-NT tox,KB-3-1 cytotox,SW480 rerep,ATXN viability,KB-V1 MDR tox,IL-1B inflam inh,HT1080 IDH1KD tx,ATXN2 expr inh
O=C(OCc1ccccc1)N1Cc2ccnnc2CC1c1ccccc1Br (stereo not drawn),·,-5%,-1%,·,i,0%,-8,4%,-13%
Brc1ccc2c(c1)[C@H]1OCC[C@H]1[C@@H](c1cccs1)N2,?,?,?,?,i,?,?,9.2µM*,-14%
N#Cc1c(-c2ccco2)cc(-c2ccccc2)[nH]c1=O,?,9%,6%,30%,i,-1%,-12,7%,·
COc1ccc(S(=O)(=O)c2cc(NS(=O)(=O)c3ccc(Cl)cc3)c(C)c(C)c2O)cc1,·,·,5%,·,i,0%,·,·,-17%
COc1ccc(-c2nnc(SCC(=O)NNC(=O)c3ccc(C)cc3)o2)cc1,-6%,7%,7%,0%,i,23%,36,18%,0%
Cc1cc(NC(=O)c2ccc(Br)o2)cc(-c2nc3ccccc3o2)c1O,·,·,-15%,·,i,?,·,·,-3%
O=C(COC(=O)COc1cccc(C(F)(F)F)c1)NC(=O)NC1CCCCC1,2%,0%,-1%,-2%,i,-6%,6,-4%,3%
COc1cc(C(=O)Nc2ccccc2SCc2cc(=O)n3nc(C)sc3n2)cc(OC)c1OC,-7%,7%,12%,21%,i,-8%,-5,9%,14%
